# Screening data as filed in PubChem.
# OX1R antag-1: antagonists of human orexin 1 receptor (OX1R); O43613; AID 485270; inhibition, % at 6.6 µM; 330,000 tested, 1.8% active; OX1R-expressing cells, FRET antagonist read-out; in the data active means inhibition mostly above about 38%, no sharp cut-off; inactive means mostly below about 40%;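 further: 0% = agonist challenge alone and 100% = reference antagonist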
# Target sequence (O43613 whole entry, looked up): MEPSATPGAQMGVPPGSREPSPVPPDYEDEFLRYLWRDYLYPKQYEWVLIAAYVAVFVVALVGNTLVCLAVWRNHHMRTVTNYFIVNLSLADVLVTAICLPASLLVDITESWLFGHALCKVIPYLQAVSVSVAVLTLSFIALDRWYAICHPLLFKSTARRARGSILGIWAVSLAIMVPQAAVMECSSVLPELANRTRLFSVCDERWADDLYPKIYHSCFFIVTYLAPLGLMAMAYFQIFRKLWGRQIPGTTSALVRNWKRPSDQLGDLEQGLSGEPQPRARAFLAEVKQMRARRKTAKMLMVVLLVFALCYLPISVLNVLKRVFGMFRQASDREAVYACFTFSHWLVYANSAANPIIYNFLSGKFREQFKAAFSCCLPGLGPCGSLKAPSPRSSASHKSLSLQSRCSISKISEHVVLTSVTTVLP
# OX1R antag-2: blocks the human orexin 1 receptor. AID 434989. O43613. inhibition, % at 5 µM. CHO/OX1R cells, Fluo-8 calcium fluorescence, orexin A. 330,000 tested, 0.43% active;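 active means inhibition above its plate's threshold, mean inhibition of all tested compounds on the plate plus 3 SD, cut at about 37% in these data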;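 further: 0% = orexin A challenge wells and 100% = SB-334867-A antagonist wells; not every result past the cut was called active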
# Numbers without * were called inactive.
SMILES,OX1R antag-1,OX1R antag-2
O=C(CN(Cc1ccccc1)C(=O)CCC(=O)Nc1nccs1)NCc1ccccc1,18,-15
Cn1cc(Cl)c(C(=O)Nc2cccc(Cl)c2Cl)n1,14,-14
O=C(CN1C(=O)c2ccccc2S1(=O)=O)NCc1ccccn1,14,-15
CCC(CC)C(=O)NCc1ccc(OC)cc1,1,-4
Cc1cc(C)nc(NC(=O)c2cc3ccccc3o2)n1,9,-9
CCC(=O)N=c1sc2cc([N+](=O)[O-])ccc2n1CCOC,21,-14
COc1ccc(-c2csc(NC(CO)c3nc4ccccc4n3CCCO)n2)cc1 (configuration not stated),34,-16
COc1ccc(N2CCN(C(=O)CCCn3c(=O)c4cccn4c4cccnc43)CC2)cc1,30,-36
CCN(CC)C(=O)COn1c(SCC(=O)N(CC)CC)nc2ccccc2c1=O,19,-30
CCC(=O)Oc1ccc(C2N(C(=O)CC)CCN2S(=O)(=O)c2ccc(C)cc2)cc1OC (configuration not stated),8,-20
CCCCOc1ccc(-c2[nH]ncc2C=O)cc1,8,-4
CCc1nnc(NC(=O)CSc2nc3[nH]c(=O)cc(O)c3s2)s1,3,11
COC(=O)c1c(C)[nH]c(C(=O)CSc2ccc(Cl)cc2)c1C,40,12
Cc1ccc(N(CC(=O)Nc2ccccc2C(=O)NCc2ccco2)S(=O)(=O)c2ccccc2)cc1C,44,-3
CCCn1c(=O)c2sccc2n2c(CCCC(=O)NCC3CCCO3)nnc12 (configuration not stated),17,5
Cc1ccc(/C=C2\SC(=S)N(CCC(=O)Nc3ccc(O)cc3)C2=O)cc1,-7,-11
COc1ccc(S(=O)(=O)Nc2c(C(=O)O)[nH]c3ccccc23)cc1,6,-5
Cc1nnsc1C(=O)NNc1ccc(C(C)C)cc1,6,-6
CCC(C)C(NC(=O)c1ccccc1NC(=O)c1ccccc1)C(=O)O (configuration not stated),21,-10
CCN(CC)Cc1c(C(=O)N/N=C/c2ccc(C)o2)nnn1-c1nonc1N,-3,-24
CC(=O)NCCc1ccc(C(=O)COC(=O)c2cc(C)oc2C)cc1,7,-27
Cc1ccc(NC(=O)Cn2c(=O)cnc3ccccc32)cc1S(=O)(=O)N(C)C,14,-8
CC1(c2ccc([N+](=O)[O-])cc2)NC(=O)N(CC(=O)c2ccc3c(c2)OCO3)C1=O (configuration not stated),-1,-20
COc1ccc(CC(NC(C)=O)C(=O)NC2CCN(c3nc(C)cc(C)c3C#N)CC2)cc1 (configuration not stated),26,-12
CC1CCC2C(C1)OS(=O)(=O)NC2(C)C (configuration not stated),13,-6
O=C1OC(c2ccccc2)=N/C1=C/c1cccc(OC(=O)c2cccs2)c1,20,-2
Cc1ccccc1N(C(=O)Cn1nnc2ccccc21)C(C(=O)NCc1ccco1)c1ccncc1 (configuration not stated),16,-40
Cc1nc2cc(NC(=O)Nc3ccc(N4CCOCC4)cc3)ccc2n1C,6,-7
CCOc1ccccc1NC(=O)CN1CCC(C(=O)c2ccc(OC)cc2)CC1,23,-25
CCOc1cc(CNCCc2ccc(S(N)(=O)=O)cc2)ccc1OCc1ccccc1,4,6
COc1ccccc1C1CC(c2ccccc2)Nc2ncnn21 (configuration not stated),20,-17
Cc1c(O)ccc(/C(Cc2ccc3ccccc3n2)=N\O)c1O,18,-14
CCN(CC)C(=S)SCC(=O)c1ccc(Br)cc1,7,-44
C(=N\n1cnnc1)/c1cn(-c2cccs2)nc1-c1ccccc1,3,-18
Cc1cc(Nc2cccc(Cl)c2C)n2ncnc2n1,12,-13
O=[N+]([O-])c1ccc(Cl)c(S(=O)(=O)/N=C(/Nc2cccnc2)c2ccccc2)c1,24,-28
CCOC(=O)C1CCN(CC(=O)Nc2ccc(S(=O)(=O)N3CCC(C)CC3)cc2)CC1,0,-16
CCOC(=O)c1c(C)n(C)c2ccc(OC(C)=O)cc12,12,-6
CCN(CC)C(=O)/C(=C\c1ccncc1)NC(=O)c1ccccc1,3,-24
COc1ccc(NS(=O)(=O)c2cccc(C(=O)O)c2)cc1,12,2
CN(c1ccccc1C(=O)N1CCc2ccccc2C1)S(C)(=O)=O,9,-19
Cc1ccccc1C#N,4,-4
O=C(OC1CCCCC1=O)c1cccc(S(=O)(=O)N2CCOCC2)c1 (configuration not stated),17,-31
CNC(=O)N(C1=NCC(C)S1)c1ccc(F)cc1F (configuration not stated),9,8
CCOC(=O)c1nnn(-c2nonc2-n2cccc2)c1C,14,-28
COc1ccc2c(c1)c(C(=O)CNc1nc(C)cs1)c(C)n2C,40,-39
Cc1ccc(S(=O)(=O)N2CCN(c3ccc([N+](=O)[O-])cn3)CC2)cc1,4,6
Cn1cnnc1SCNC(=O)C(F)(F)F,21,-8
Cc1cc2c(N)cccc2nn1,39,-20
CCN1CCN(C(=O)/C=C/c2ccc(C)o2)CC1,11,-1
O=c1cc(-c2ccc(O)cc2)oc2c(-c3c(O)cc(O)c4c(=O)cc(-c5ccc(O)cc5)oc34)c(O)cc(O)c12,-3,-19
O=C(N/N=C/c1ccoc1)c1ccc(Br)cc1,17,-4
CCCC(=O)Nc1ccc(C(=O)NCCCn2ccnc2)cc1,10,-5
Cc1c(NC(=O)COC(=O)/C=C/c2ccc(Cl)cc2)c(=O)n(-c2ccccc2)n1C,31,-29
Cc1ccc(C(=S)NCS(=O)(=O)c2ccc(C)cc2)cc1,1,-10
Cc1nc2ccc(C(=O)N3CCN(Cc4ccccc4)CC3)cc2[nH]1,8,-1
Cc1nc(SCc2nc3ccc(Cl)cc3[nH]2)c2oc3ccccc3c2n1,28,1
CCc1nc2cc3sc(CC)nc3cc2s1,9,-24
O=C(c1ccccc1)c1ccc(-n2cnnc2)c([N+](=O)[O-])c1,18,-3
Cc1ccc(NC(=O)c2cnc(SCC(=O)NCC3CCCO3)n(C)c2=O)cc1C (configuration not stated),24,-22

# Five successive records already listed, for reference:
SMILES,OX1R antag-1,OX1R antag-2
Cc1nc2ccc(C(=O)N3CCN(Cc4ccccc4)CC3)cc2[nH]1,8,-1
Cc1nc(SCc2nc3ccc(Cl)cc3[nH]2)c2oc3ccccc3c2n1,28,1
CCc1nc2cc3sc(CC)nc3cc2s1,9,-24
O=C(c1ccccc1)c1ccc(-n2cnnc2)c([N+](=O)[O-])c1,18,-3
Cc1ccc(NC(=O)c2cnc(SCC(=O)NCC3CCCO3)n(C)c2=O)cc1C (configuration not stated),24,-22

# (more compounds)
SMILES,OX1R antag-1,OX1R antag-2
Oc1c(Br)cc(/C=N/NC(=S)NCc2ccco2)cc1Br,37*,-2
Cc1oc(-c2ccccc2Cl)nc1CN1CCCN(C(=O)c2ccco2)CC1,9,-28
COc1ccc(C)cc1NC(=O)CCNS(=O)(=O)c1ccc2c(c1)CC(C)N2C(C)=O (configuration not stated),10,-21
CC1CCc2sc(C(=O)OC(C)C(=O)Nc3ncc(Cl)cc3Cl)cc2C1 (configuration not stated),13,-15
O=C(NC1(C(F)(F)F)Oc2ccccc2O1)N1CCCC1,7,-12
Cc1cc(S(=O)(=O)N2CCCOC2CNC(=O)C(=O)NCc2ccco2)ccc1F (configuration not stated),29,-16
CC(=O)Nc1ccc(S(=O)(=O)N(C)CC(=O)N/N=C/c2ccncc2)cc1,12,-30
CCOC(=O)/C=c1\s/c(=C(\C#N)C(=O)OCC)n(-c2ccccc2)c1=O,46,-14
Cc1ccc(S(=O)(=O)N2CCN(C(=O)C3CCCO3)CC2)cc1C (configuration not stated),9,-8
CCCc1[nH]n(-c2ccc([N+](=O)[O-])cc2)c(=O)c1C=NCCc1c[nH]c2ccccc12,19,-20
CCn1c(SCC(=O)Nc2ccccc2)nnc1C1CCCCC1,16,-24
O=C(O)c1cccc(Nc2ccc([N+](=O)[O-])cn2)c1,23,-12
Cc1cccc(-c2onc3ccc(C4(C)OCCO4)cc23)c1,10,-28
C=CCNC(=O)c1ccc2c3n(nc2c1)-c1ccccc1CO3,37,-32
CN1CCN(CP(=O)(N2CCOCC2)N2CCOCC2)CC1,26,-10
CC(Oc1ccccc1)C(=O)Nc1nnc(S(=O)(=O)N2CCCCC2)s1 (configuration not stated),0,0
Cc1cc(C)cc(N(CC(=O)NCc2ccccc2)C(=O)CCC(=O)Nc2ccccn2)c1,11,-22
Cc1cccc(Nc2nnc(SCC(=O)c3c(N)n(C4CC4)c(=O)[nH]c3=O)s2)c1C,9,-13
CCOC(=O)c1sc(NC(=O)CSc2nccc(C)n2)nc1C,16,-4
C=CCNc1ccc(N2C(=O)C3CCC(C)CC3C2=O)cc1[N+](=O)[O-] (configuration not stated),20,-17
COc1ccc(C(=O)N2CCN(C3CCCCC3)CC2)cc1OC,15,-8
O=C(COc1ccc2ccccc2c1)NCC1CCCO1 (configuration not stated),1,-18
CC(C)N(Cc1cn[nH]c1-c1ccc(-c2ccccc2)cc1)Cc1nccn1C,2,-22
Cc1cccc(C)c1OCC(=O)NC1CC1,31,3
Cc1ccc(S(=O)(=O)Nc2ccccc2CNc2ccc(Br)cn2)cc1,42,-7
CCS(=O)(=O)N1Cc2ccccc2CC1C(=O)Nc1nc2c(C)cccc2s1 (configuration not stated),18,-8
C/C(=N\NC(=O)C(N)=O)c1ccc(NC(=O)c2cccs2)cc1,11,-10
CC1=NN(c2ccccc2)C(=O)C1C(=O)c1ccc(Cl)cc1 (configuration not stated),15,-11
O=C(O)/C=C/c1cn(-c2ccccc2)nc1-c1cc2ccccc2oc1=O,11,-18
CCc1ccc(Cn2nnc(C(=O)NCc3ccccc3OC)c2N)cc1,11,-4
O=C1CC(c2ccccc2)CC(=O)C1Sc1ccc(Cl)cc1 (configuration not stated),30,-4
O=C(Cc1ccc2c(c1)OCCO2)Nc1ccc(Cl)c(S(=O)(=O)N2CCOCC2)c1,13,4
O=C(Nc1nc2ccccc2s1)c1ccc(F)cc1,25,-23
CCCSc1nc2c(c(=O)n(C)c(=O)n2C)n1Cc1ccc(C)cc1,5,-26
COc1ccc(NC(=O)CN(C)C(=O)C(C)Oc2ccc(Br)cc2)cc1 (configuration not stated),14,-14
Cc1ccc(S(=O)(=O)Oc2ccc(N3C(=O)C4C5CCC(C5)C4C3=O)cc2)cc1 (configuration not stated),26,-6
O=c1[nH]c(=S)[nH]c2nc(-c3cccs3)cc(C(F)(F)F)c12,-5,-24
Cc1ccc(NC(=O)COC(=O)Cc2ccc(Br)cc2)cc1S(=O)(=O)N1CCOCC1,9,-20
COc1ccc(OCCn2cncn2)cc1,20,-10
COc1ccc(N(C(=O)c2cnccn2)C(C(=O)NC2CCCCC2)c2ccccc2)cc1 (configuration not stated),18,-48
Cc1ccc(NC(=O)Cc2nnc(SCC(=O)NC3CCCC3)n2C)cc1,8,-6
CCOc1ccc(C(=O)Nc2nc(C)cc(C)n2)cc1[N+](=O)[O-],31,-12
Brc1ccccc1OCCOCCOc1cccc2cccnc12,47,-12
COc1ccc(CCNC(=O)c2[nH]c(C)c(C(C)=O)c2C)cc1OC,22,-27
CCOC(=O)c1c(C)c2c(n1C)CCC/C2=N\O,17,2
NC(=O)c1cnn2c1NC(c1ccc(F)cc1)CC2C(F)(F)F (configuration not stated),0,-14
COc1ccccc1Nc1nc(N)nc(CSCCO)n1,21,-16
CCN(c1ccccc1)S(=O)(=O)c1cc(C(=O)Nc2ccccc2Cl)ccc1F,27,-16
COc1ccc(-c2ccc(-c3nnc(Cc4ccc(OC)c(OC)c4)o3)cc2)cc1,12,-18
O=C(NCc1ccc2c(c1)OCO2)C(=O)NCC1OCCN1S(=O)(=O)c1ccc(Br)cc1 (configuration not stated),7,-3
O=C(COc1cccc2cccnc12)Nc1nccs1,14,-12
O=C(COc1ccccc1)NNC1=NS(=O)(=O)c2ccccc21,11,-16
COc1cc(/C=N/S(=O)(=O)c2ccccc2)cc(OC)c1O,7,-5
COc1cc(/C=N/NC(=O)c2cn(-c3cccc(C)n3)cn2)ccc1O,28,-9
CCOC(=O)c1ccc(NC=C2C(=O)OC3(CCCCC3)OC2=O)cc1,4,-16
O=C(N=C1SC2CS(=O)(=O)CC2N1Cc1ccc(Cl)cc1)C1CC1 (configuration not stated),8,-6
COc1ccc(CCNC(=O)c2nnc(CS(=O)(=O)c3ccccc3)o2)cc1OC,21,0
CC1=C(C(=O)Nc2cccnc2)C(c2ccncc2)n2nnnc2N1 (configuration not stated),13,-1
CCC1SC(N)=NC1=O (configuration not stated),7,0
CC(Sc1ncnc2sc(-c3ccccc3)cc12)C(=O)N1CCNC1=O (configuration not stated),6,-13

# An excerpt of these results, with each value named.
> COc1ccc(NC(=O)CN(C)C(=O)C(C)Oc2ccc(Br)cc2)cc1 (configuration not stated)
  OX1R antag-1: 14; OX1R antag-2: -14
> CCC(CC)C(=O)NCc1ccc(OC)cc1
  OX1R antag-1: 1; OX1R antag-2: -4

# More compounds
SMILES,OX1R antag-1,OX1R antag-2
CCCNC(=O)CN1C(=O)NC(Cc2c[nH]c3ccccc23)C1=O (configuration not stated),19,-8
O=C(CCS(=O)(=O)Cc1ccc(Cl)cc1)NCCCN1CCN(c2ccccc2F)CC1,-1,-22
CCOC(=O)C1CCCN(C(=O)COc2ccccc2F)C1 (configuration not stated),8,-6
Cc1c(C(=O)N2CCC(C)CC2)cccc1[N+](=O)[O-],18,5
Cc1ccc(S(=O)(=O)N(C)C)cc1NC(=O)COC(=O)CCC1CCCCC1,10,-14

# Exported with bars between the fields: entries from further up
canonical_smiles | OX1R antag-1 | OX1R antag-2
O=C(NCc1ccc2c(c1)OCO2)C(=O)NCC1OCCN1S(=O)(=O)c1ccc(Br)cc1 (configuration not stated) | 7 | -3
O=C(COc1cccc2cccnc12)Nc1nccs1 | 14 | -12
O=C(COc1ccccc1)NNC1=NS(=O)(=O)c2ccccc21 | 11 | -16

# Some of these compounds in order of count of non-hydrogen atoms, descending:
SMILES,OX1R antag-1,OX1R antag-2
O=C(CCS(=O)(=O)Cc1ccc(Cl)cc1)NCCCN1CCN(c2ccccc2F)CC1,-1,-22
CC(Sc1ncnc2sc(-c3ccccc3)cc12)C(=O)N1CCNC1=O (configuration not stated),6,-13
CC1=C(C(=O)Nc2cccnc2)C(c2ccncc2)n2nnnc2N1 (configuration not stated),13,-1
CCCNC(=O)CN1C(=O)NC(Cc2c[nH]c3ccccc23)C1=O (configuration not stated),19,-8
CCOC(=O)C1CCCN(C(=O)COc2ccccc2F)C1 (configuration not stated),8,-6
Cc1c(C(=O)N2CCC(C)CC2)cccc1[N+](=O)[O-],18,5
